Bioassay records from PubChem BioAssay.
S100A4 inh HTS = S100A4-myosin IIA interaction inhibition | P26447 | S100A4/TAMRA-MyoIIA peptide fluorescence polarization | inhibition, % at 10.7 µM | 360,000 compounds, 0.14% hits | AID 652163;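 active means mean inhibition of at least 70% across replicates, with every replicate also reaching that level; inconclusive means mean inhibition reaches 70% but some replicates fall short; inactive means mean inhibition below 70%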
Target sequence (P26447 whole entry, looked up): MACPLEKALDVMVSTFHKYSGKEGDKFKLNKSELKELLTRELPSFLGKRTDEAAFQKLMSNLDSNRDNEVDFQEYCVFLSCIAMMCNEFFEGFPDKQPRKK
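Test system – S100A4 monomer (human) · Compound – single-point compound testing · Schedule – 5 min incubation before reading · Probe or stimulus – TAMRA-labelled myosin IIA heavy-chain peptide probe, 5 nM · Benchmarks – neutral control DMSO, positive control TFP · Medium – Calcium-containing HEPES buffer, pH 7.2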
esBAF inh = blocks esBAF chromatin remodeling in mouse ES cells | 350,000 compounds, 2% hits | Bmi1-luciferase knock-in reporter, 24 h; 100% = twice the neutral-well signal | reporter increase, % at 12.5 µM | AID 602393; in the data active means activation above about 40%; inconclusive means no clear call, values can overlap the other calls;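 further: 0% = median of the plate's neutral control wells and 100% = double that signal; a rise in the Bmi1 reporter signal indicates esBAF inhibition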
ERAP1 inh = inhibitors of human ERAP1 aminopeptidase; recombinant ERAP1, Leu-AMC fluorescence, 60 min; AID 652197; Q9NZ08; inhibition, % at 10.7 µM; 340,000 compounds, 0.15% hits;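 active means mean replicate inhibition of at least 30%, or all replicates individually reaching that 30% level; inactive means mean below 30% and not every replicate reaching it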;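 further: 0% = neutral control wells and 100% = L-leucinethiol positive control wells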
Target sequence (Q9NZ08 whole entry, looked up): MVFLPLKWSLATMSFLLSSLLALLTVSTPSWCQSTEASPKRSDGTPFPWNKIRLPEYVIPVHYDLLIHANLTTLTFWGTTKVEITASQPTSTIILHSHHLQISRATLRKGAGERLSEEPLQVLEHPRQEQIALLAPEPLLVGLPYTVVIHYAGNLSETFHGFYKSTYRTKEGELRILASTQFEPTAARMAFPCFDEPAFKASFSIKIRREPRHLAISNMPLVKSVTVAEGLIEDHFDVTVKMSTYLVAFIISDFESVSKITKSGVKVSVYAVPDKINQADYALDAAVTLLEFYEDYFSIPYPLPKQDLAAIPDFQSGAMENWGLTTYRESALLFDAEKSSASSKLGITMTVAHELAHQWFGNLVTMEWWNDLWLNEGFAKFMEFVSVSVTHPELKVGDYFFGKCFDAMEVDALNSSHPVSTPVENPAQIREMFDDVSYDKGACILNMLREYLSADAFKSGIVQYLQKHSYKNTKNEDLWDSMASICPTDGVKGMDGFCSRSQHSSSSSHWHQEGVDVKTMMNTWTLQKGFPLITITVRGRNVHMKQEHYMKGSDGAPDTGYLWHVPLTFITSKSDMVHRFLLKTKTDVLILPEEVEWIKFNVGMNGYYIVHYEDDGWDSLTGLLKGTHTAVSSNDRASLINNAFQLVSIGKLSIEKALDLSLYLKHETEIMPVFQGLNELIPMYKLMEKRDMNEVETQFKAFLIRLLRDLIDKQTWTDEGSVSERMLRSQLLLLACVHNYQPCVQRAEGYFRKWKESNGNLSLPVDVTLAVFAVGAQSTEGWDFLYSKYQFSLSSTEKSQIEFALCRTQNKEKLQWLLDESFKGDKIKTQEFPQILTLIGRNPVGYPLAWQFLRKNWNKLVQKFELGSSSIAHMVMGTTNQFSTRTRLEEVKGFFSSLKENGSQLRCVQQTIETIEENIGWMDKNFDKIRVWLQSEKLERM
RAD52 inh = RAD52 (human) annealing inhibition; P43351; recombinant RAD52 DNA annealing, FRET fluorescence; inhibition, % at 18.7 µM; 360,000 compounds, 0.46% hits;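 active means every replicate showing at least 50% inhibition; inconclusive means mean inhibition at least 50% but not in every replicate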
RAD54 inh = inhibitors of human RAD54 branch migration. RAD54 Holliday junction branch migration, FAM/BHQ fluorescence. inhibition, % at 10.4 µM. 360,000 compounds, 0.14% hits. AID 602329;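 active means mean normalized replicate activity at least 40 and at least half of replicates scoring 40 or more; inconclusive means only one of the two criteria met; inactive means mean below 40 and under half of replicates reaching 40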;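 further: 0% = median of neutral control wells and 100% = median of positive control wells; inhibitors cause a drop in the FAM fluorescence signal; in these data hits start at about 50%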
XiGFP reactiv = reactivates the inactive X chromosome in mouse fibroblasts. XiGFP mouse fibroblasts, % GFP-positive cells imaging, 3 d; cells co-treated with 5-aza-dC sensitizer; scaled so ellipticine positive control = 100%. activation, % at 7.58 µM. 360,000 compounds, 0.055% hits. AID 743238;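 active means mean normalized replicate activation at least 10% and every replicate at or above 10%; inconclusive means only one of the two criteria met; inactive means mean below 10% and not all replicates reach 10%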;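 further: 0% = median of on-plate neutral control wells and 100% = ellipticine 6 µM median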
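System: SV40-immortalized XiGFP fibroblast cells, line 68-5-11 / Incubation: 3-day compound exposure, then 15 min fixation at room temperature / Compound: single concentration per compound, delivered by pin transfer / Buffer or medium: DMEM plus 5-aza-dC sensitizer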
E-sel inducer = E-selectin induction on HUVECs | P16581 | HUVEC E-selectin immunofluorescence imaging; normalized: neutral wells 0, TNF-alpha wells 100 | activation, % at 7.58 µM | 260,000 compounds, 0.37% hits | AID 686992;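 active means mean E-selectin-positive cell signal at least 10% of the positive control, reached in at least 60% of replicates, without over 20% cell loss; inconclusive means no rule given, readout overlaps actives, possibly toxicity-flagged; inactive means the rest, including those meeting only one limit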;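 further: in these data hits start at about 27%; measured in HUVEC primary endothelial cells; signal is the percent of cells scored E-selectin positive by PE staining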
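assay system = HUVEC, human umbilical vein endothelial cells | input = 3,000 HUVEC seeded per well | medium = EGM-2 growth medium on 0.1% gelatin-coated wells | dosing = one compound dose added by pin transfer | signal = immunofluorescence imaging | read-out basis = % PE-positive cells | control set = TNF-alpha, DMSO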
ERp5 block = ERp5 (human) disulfide isomerase inhibition | Q15084 | ERp5 insulin aggregation, absorbance 650 nm, 90 min | inhibition, % at 9.99 µM | 350,000 compounds, 0.05% hits | AID 651711;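 active means mean replicate inhibition above about 25%, with every replicate also reaching it, limit read from the data, passing the limit was not always enough; inconclusive means only one of those two criteria met; inactive means neither criterion met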
Active calls of the source: *; ? = inconclusive; nt = not tested or not shown.

SMILES | S100A4 inh HTS | esBAF inh | ERAP1 inh | RAD52 inh | RAD54 inh | XiGFP reactiv | E-sel inducer | ERp5 block
CC(/C=C1\SC(=Nc2cccnc2)NC1=O)=C\c1ccccc1 | -3 | 12 | 0 | -26 | -2 | -0.1 | 0.0 | -6
COc1cc(/C=C/C(=O)O)cc(S(=O)(=O)N(CC(C)C)CC(C)C)c1OC | 1 | -4 | 13 | -3 | 0 | 0.0 | nt | 1
CC(C)CC#Cc1cnc2c(c1)C(=O)N([C@H](C)CO)C[C@@H](C)[C@H](CN(C)C(=O)C1CCCCC1)O2 | -3 | 6 | 2 | 3 | 4 | -0.8 | 0.0 | 2
CC(C)NC(=O)Nc1ccc2c(c1)C(=O)N([C@H](C)CO)C[C@H](C)[C@H](CN(C)Cc1ccc(Cl)c(Cl)c1)OCCCC[C@H](C)O2 | 1 | -2 | 3 | 30 | 0 | 0.0 | nt | 6
C/C=C/c1cnc2c(c1)C(=O)N([C@@H](C)CO)C[C@H](C)[C@@H](CN(C)C(=O)Nc1cccc(OC)c1)O2 | -13 | -4 | 0 | -2 | -4 | 0.2 | 0.1 | -2
CC1(C)CC(=O)c2sc(NC(=O)c3ccco3)nc2C1 | 5 | 24 | 3 | -19 | 0 | 0.0 | -0.2 | -4
COc1ccc(C2CC(=O)CCN2S(=O)(=O)c2ccc(C)cc2)cc1 (stereo unspecified) | -2 | -1 | 0 | -14 | 7 | -0.2 | nt | 0
C[C@@H]1CN([C@@H](C)CO)C(=O)c2cc(NC(=O)Cn3cnnn3)ccc2O[C@@H]1CN(C)Cc1ccc(C(=O)Nc2ccccc2N)cc1 | -8 | -2 | -2 | -14 | 2 | 0.1 | -0.1 | -6
CC(=O)NC[C@H]1[C@H](c2ccc(-c3ccccc3F)cc2)[C@@H](CO)N1C(C)=O | 0 | -4 | 2 | -29 | 2 | 0.2 | -0.2 | -1
Cc1cc(F)ccc1-c1cc(C(=O)NC(C)C)[nH]n1 | 3 | 33 | 0 | 1 | 0 | -0.1 | -0.2 | 4
CCOc1ccc(NC(=O)COC(=O)C2COc3ccccc3O2)cc1 (stereo unspecified) | -13 | 4 | 0 | -8 | -3 | -0.1 | 0.0 | 10
O=C(Nc1cc(-c2nn(CC(=O)N3CCCCC3)c(=O)c3ccccc23)ccc1N1CCOCC1)c1ccc(Cl)cc1 | 1 | 4 | 0 | -8 | 11 | nt | nt | 5
Cc1cc(C(=O)Nc2cccc3c2O[C@@H](CN(C)S(=O)(=O)c2ccccc2)[C@@H](C)CN([C@@H](C)CO)C3=O)n(C)n1 | -8 | -5 | -7 | 7 | 8 | -0.9 | 0.2 | -5
CNC[C@@H]1Oc2ccc(NS(=O)(=O)c3ccc(C)cc3)cc2C(=O)N([C@@H](C)CO)C[C@@H]1C | -8 | -3 | -6 | 21 | -4 | 0.0 | 0.5 | 4
COC(=O)COc1ccc(S(=O)(=O)Nc2ccc(C(N)=O)cc2)cc1Cl | 2 | -3 | 1 | -3 | -2 | nt | nt | 1
CCn1c(C)nnc1SCC(=O)Nc1cccc(Cl)c1 | -4 | -2 | -2 | -5 | -9 | 0.1 | nt | 0
O=C(c1sc2cc([N+](=O)[O-])ccc2c1Cl)N1CCOCC1 | -4 | nt | 11 | -12 | nt | 0.0 | nt | 9
COc1cc(OC)cc(C(=O)N[C@H](C(=O)OCC(=O)Nc2ccc(F)c(F)c2)C(C)C)c1 | -1 | nt | -3 | -16 | nt | 0.0 | nt | 2
CCCN1C(=O)S/C(=C\c2ccc(N3CCOCC3)o2)C1=O | -7 | ? | 1 | -46 | nt | 0.0 | 0.4 | -4
Cc1cccc(-c2ccc(C3[C@@H]4CN(Cc5ccccc5)C[C@H]3N4)cc2)c1 (stereo partly specified) | 5 | nt | 1 | 50* | nt | 0.1 | 0.0 | 1
O=C(c1ccc2c(c1)OCO2)N1CC(=O)N2[C@@H](CO)[C@@H](c3ccc(C#CC4CCCC4)cc3)[C@@H]2C1 | 17 | nt | 0 | -3 | nt | 0.0 | -0.3 | 0
Cc1noc(C)c1NC(=O)N[C@@H]1CC[C@H](CC(=O)NCc2ccc(Cl)c(Cl)c2)O[C@H]1CO | -5 | -2 | 0 | -8 | 2 | 0.0 | 0.1 | -2
CC(C)C[C@@H](CN1CCC[C@@H]1CN1C(=O)C(=O)NC[C@@H]1Cc1ccc(O)cc1)N1C[C@H](Cc2ccc(O)cc2)N(CC2CCCCCC2)C(=O)C1=O | -1 | nt | 2 | -8 | nt | -0.1 | 1.3 | -2
C[C@@H]1CN([C@@H](C)CO)S(=O)(=O)c2ccc(Br)cc2O[C@@H]1CN(C)S(C)(=O)=O | -20 | -5 | 0 | 9 | -2 | -0.2 | 0.2 | 0
CCC(=O)Oc1ccc(NC(=O)CSCc2ccccc2)cc1 | -1 | 6 | 0 | -13 | nt | 0.0 | nt | 3
(continued)
SMILES | S100A4 inh HTS | esBAF inh | ERAP1 inh | RAD52 inh | RAD54 inh | XiGFP reactiv | E-sel inducer | ERp5 block
C[C@@H]1CN([C@H](C)CO)C(=O)c2ccccc2-c2ccccc2CO[C@H]1CN(C)S(=O)(=O)c1cccs1 | -8 | 6 | -2 | nt | 1 | -0.1 | -0.2 | 2
CN(CC1CCOCC1)C(=O)CC1C(=O)NCCN1Cc1cccc(C(F)(F)F)c1 (stereo unspecified) | 1 | -8 | -3 | -43 | -30 | 0.0 | nt | 2
Cc1ccc(C(=O)NC2=NCCS2)cc1Cl | -2 | 5 | 1 | -1 | -15 | nt | nt | -3
CCC(=O)Nc1ccc2c(c1)C(=O)N(C)[C@H]1CC[C@H](CC(=O)NC3CCCC3)O[C@@H]1CO2 | 6 | -1 | 1 | -5 | -4 | 0.2 | -0.1 | 0
COc1cccc(/C=N/NC(=O)C(=O)N/N=C/c2cccc(OC)c2OC)c1OC | 17 | nt | -2 | -12 | 3 | -0.1 | nt | 4
CCN(C[C@H]1[C@H](c2ccccc2)[C@@H](CO)N1C(=O)COC)S(C)(=O)=O | -8 | -4 | 0 | -6 | 4 | 0.2 | 0.2 | 1
Nc1ncnc2c1ccn2[C@H]1CN(Cc2ccc3c(c2)OCO3)C[C@@H](COC(=O)c2ccccc2)O1 | -5 | 6 | -4 | -2 | 0 | 0.1 | -0.1 | 2
Fc1ccc2nc(Nc3ccccc3)sc2c1 | -3 | 92* | 1 | -3 | -14 | 0.1 | 0.0 | -2
COc1cc(C(=O)NCC2CCCO2)ccc1OCc1ccc(Cl)cc1Cl (stereo unspecified) | -1 | 7 | 0 | 5 | nt | 0.0 | nt | 0
Cc1cc(/C([O-])=C(/C(=S)Nc2ccc(F)cc2)[n+]2ccccc2)c(C)n1Cc1ccccc1Cl | -11 | nt | -3 | -17 | nt | -0.4 | nt | -4
CCCN(CC(=O)Nc1cc(Cl)ccc1Cl)C(=O)/C=C/c1cc(OC)ccc1OC | -3 | -8 | -1 | -12 | 3 | -0.2 | nt | 9
NC(=S)N/N=C/c1cn(-c2ccccc2)nc1-c1cccnc1 | -7 | nt | -2 | -6 | 2 | 12 | 0.0 | -8
COc1ccccc1OS(=O)(=O)c1ccc(NC(C)=O)cc1 | -7 | 4 | 0 | -27 | -23 | 0.0 | 0.1 | 7
COc1ccccc1-c1ccc([C@H]2[C@H](CO)N3CCCCN(S(=O)(=O)c4cn(C)cn4)C[C@@H]23)cc1 | 6 | 1 | -1 | 14 | 12 | 0.2 | 0.1 | -4
CC(NS(=O)(=O)c1ccccc1)C(=O)NCCc1ccccn1 (stereo unspecified) | 0 | nt | 3 | -19 | nt | 0.3 | nt | 6
O=C(CN1CCOCC1)NC[C@@H]1[C@@H](c2ccccc2)[C@@H](CO)N1CC1CC1 | 13 | nt | -3 | -2 | nt | 0.0 | 0.0 | 3
O=C(NCc1ccccc1Cl)c1ccc(NC2=NC3CS(=O)(=O)CC3S2)cc1 (stereo unspecified) | 5 | -9 | 5 | -9 | 11 | -0.1 | nt | -5
Cc1ccc(C(=O)Nc2ccc3ccccc3n2)cc1 | -2 | 6 | -2 | -2 | 0 | 0.0 | 0.4 | 3
COc1cc(C=NO)nc(-c2ccccn2)c1 | 0 | nt | 3 | -13 | nt | -0.2 | -0.4 | -3
O=C(N/N=C/C=C/c1ccccc1)NC1CCCCC1 | 2 | nt | -4 | -3 | nt | 0.3 | -0.1 | -2
CCn1c(SCC(=O)NC2CC2)nnc1-c1cccs1 | -6 | -3 | -3 | 0 | -8 | 0.3 | nt | -2
Cn1c(N)c(C(=O)COC(=O)Cc2ccccc2F)c(=O)n(C)c1=O | 0 | -1 | -1 | -5 | -8 | 0.2 | -0.1 | 5
C[C@@H]1CN([C@H](C)CO)S(=O)(=O)c2ccc(C#CCN(C)C)cc2O[C@H]1CN(C)S(C)(=O)=O | 2 | 0 | 1 | -14 | -8 | 0.7 | -0.1 | -1
COc1ccc(C=C2SC(=O)NC2=O)cc1OC | 11 | 29 | 6 | -27 | 0 | 0.0 | -1.1 | 4
C[C@@H]1CCCCO[C@@H](CN(C)Cc2ccc(C(F)(F)F)cc2)[C@@H](C)CN([C@H](C)CO)C(=O)c2cc(NC(=O)Nc3ccc(F)cc3)ccc2O1 | -1 | -4 | -1 | 0 | 3 | 0.0 | nt | 7
Going on with the list:
SMILES | S100A4 inh HTS | esBAF inh | ERAP1 inh | RAD52 inh | RAD54 inh | XiGFP reactiv | E-sel inducer | ERp5 block
COc1cccc(OCCNCc2ccccc2)c1 | 19 | -1 | 3 | -10 | 13 | 0.1 | nt | 6
C[C@H](CO)N1C[C@H](C)[C@@H](CN(C)Cc2ccncc2)Oc2ccc(NC(=O)Nc3cccc4ccccc34)cc2CC1=O | -13 | -7 | 18 | 3 | 5 | -1.4 | nt | 5
CC(C)C[C@@H]1COCn2nncc2CCCC(=O)N1 | 0 | nt | 1 | 25 | nt | 0.2 | 0.3 | 0
Cc1nn(Cc2ccc(C(=O)N3CCN(C(=O)c4ccco4)CC3)o2)c(C)c1[N+](=O)[O-] | 0 | nt | -3 | -11 | 0 | -0.1 | -0.2 | -13
OC(c1ccc(-c2ccccc2)cc1)c1ncc(-c2ccccc2)[nH]1 (stereo unspecified) | 1 | -2 | 1 | -34 | -6 | 0.0 | -0.1 | 2
O=C(/C=C/c1ccc(F)cc1)OCC(=O)c1ccc[nH]1 | -5 | 12 | 0 | -25 | -5 | 0.0 | nt | 14
O=C1CN(S(=O)(=O)c2ccccc2)C[C@H]2[C@@H](c3ccc(Br)cc3)[C@H](CO)N12 | 5 | nt | -1 | 7 | nt | 0.2 | 0.4 | 7

Structural class, those above with a nitro group on carbon
SMILES | S100A4 inh HTS | esBAF inh | ERAP1 inh | RAD52 inh | RAD54 inh | XiGFP reactiv | E-sel inducer | ERp5 block
O=C(c1sc2cc([N+](=O)[O-])ccc2c1Cl)N1CCOCC1 | -4 | nt | 11 | -12 | nt | 0.0 | nt | 9
Cc1nn(Cc2ccc(C(=O)N3CCN(C(=O)c4ccco4)CC3)o2)c(C)c1[N+](=O)[O-] | 0 | nt | -3 | -11 | 0 | -0.1 | -0.2 | -13
